# Assay outcomes as filed in PubChem BioAssay.
# Pemphigus Ab inh: human desmoglein-3 autoantibody binding inhibition. binding (percent of control), % at 10 µM. 310,000 compounds, 0.48% hits. DSG3-coupled beads, scFv-anti-DSG3-GFP binding, flow cytometry; stronger effect = lower value. AID 588358. P32926;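 active = binding more than 3 SD below its plate's average and above zero; inconclusive = below that plate limit but binding exactly zero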;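 note: hits lower antibody fragment binding to DSG3; some compounds called inactive have numbers as strong as hits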
# Arr AP2 block: blocks beta-arrestin peptide binding to AP2 adaptin | FITC-arrestin peptide / GST-AP2 beads, flow cytometry; AP2 beta2 appendage carries R879A mutation | inhibition, % at 10 µM | 340,000 compounds, 0.31% hits | AID 504490;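 active = inhibition above a set limit, near 3 SD of compounds lacking own fluorescence, cut at about 54% in these data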;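 note: plate controls were DMSO wells for no effect and 5 µM unlabelled arrestin peptide for full effect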
#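 System: GST-tagged AP2 beta2-adaptin appendage (R879A) on 4 µm glutathione beads / Reagent: FITC-arrestin peptide, 50 nM / Detection: HyperCyt-sampled flow cytometry, FL1 channel, ex 488/em 535 nm / Timing: 12 min plus 1 h, RT / Buffer or medium: PBS plus Tween 20 (0.05%) and BSA (0.1%)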
# Ecoli viability: bacterial growth inhibition, counter-screen for AddAB inhibitors | E. coli V3065 growth, OD600 absorbance, 18 h | inhibition, % at 11.9 µM | 330,000 compounds, 0.27% hits;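 active = inhibition above the campaign's mean inhibition across all tested compounds plus 3 SD, cut at about 9.9% in these data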;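 note: uninfected addAB+ strain grown without phage in ampicillin broth; 0% = DMSO wells and 100% = ciprofloxacin 0.95 µg/ml wells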
# MOR-DOR inv ag: mu-delta opioid heterodimer inverse agonism. inhibition, % at 9.3 µM. 340,000 compounds, 0.21% hits. P35372+P41143. cell-based MOR-DOR heterodimer luminescence; in the data active = inhibition above about 22%, passing the limit was not always enough;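 note: 0% = cells with DMSO and 100% = wells without cells with DMSO; values of inactives mirror those of a sister screen read the other way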
# Target sequence (P35372 whole entry, looked up): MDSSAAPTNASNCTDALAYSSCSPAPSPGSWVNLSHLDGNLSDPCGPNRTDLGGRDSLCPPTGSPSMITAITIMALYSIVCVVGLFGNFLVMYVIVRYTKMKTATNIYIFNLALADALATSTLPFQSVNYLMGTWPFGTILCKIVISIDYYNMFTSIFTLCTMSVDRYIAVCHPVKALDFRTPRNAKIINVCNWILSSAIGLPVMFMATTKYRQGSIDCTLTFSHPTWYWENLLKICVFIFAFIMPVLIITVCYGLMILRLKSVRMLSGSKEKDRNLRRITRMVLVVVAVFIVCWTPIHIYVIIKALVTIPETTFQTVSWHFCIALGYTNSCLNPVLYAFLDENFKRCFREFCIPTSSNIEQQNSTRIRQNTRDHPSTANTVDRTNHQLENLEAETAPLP
# Target sequence (P41143 whole entry, looked up): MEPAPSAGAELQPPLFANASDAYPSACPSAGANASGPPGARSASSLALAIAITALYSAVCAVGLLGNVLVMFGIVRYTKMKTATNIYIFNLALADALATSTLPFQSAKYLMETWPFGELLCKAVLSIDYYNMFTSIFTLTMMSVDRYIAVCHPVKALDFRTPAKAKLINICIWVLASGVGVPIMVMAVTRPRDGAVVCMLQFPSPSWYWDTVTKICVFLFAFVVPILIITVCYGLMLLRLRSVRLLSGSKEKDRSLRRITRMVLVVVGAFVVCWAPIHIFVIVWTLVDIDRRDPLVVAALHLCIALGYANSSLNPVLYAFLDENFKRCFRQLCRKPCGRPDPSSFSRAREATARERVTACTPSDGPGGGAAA
# Mot1-301 SUMO: inhibitors of SUMOylation pathway: yeast Mot1-301 growth rescue; S. cerevisiae Mot1-301 growth rescue, ATP luminescence, 38.5C; percent above DMSO median, 100 means doubled; 320,000 compounds, 1% hits; growth rescue, % at 18.8 µM; AID 2716;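 active = every valid replicate shows activation above 250% relative to neutral control wells; inactive = the rest, any valid replicate at or below 250%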;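 note: OY570 slx delta 5 strain wells were the positive control but not used for scaling; some compounds called inactive have numbers as strong as hits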
# phage Ecoli inh: E. coli growth loss with phage present; 360,000 compounds, 0.26% hits; growth absorbance; AID 651602; inhibition, % at 11.9 µM; in the data active = inhibition above about 11%
# PKA-R1A act: activates the PKA-R1A holoenzyme complex; P00514+P68181; PKA-R1A dissociation, Cy5-IP20 fluorescence polarization; scaled: DMSO 0%, 113 µM cGMP 100%; activation, % at 11.4 µM; 340,000 compounds, 0.083% hits;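 active = percent activation above the mean of all tested compounds plus 3 SD, cut at about 19% in these data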;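 note: higher means more PKAc released from R1A so a rise in polarization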
# Tat transport: E. coli Tat transport inhibition; E. coli MC4100 TorA-mCherry Tat export, fluorescence; inhibition, % at 10 µM; AID 488895; 340,000 compounds, 0.036% hits;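 active = mean replicate inhibition at least 50% and at least half of replicates individually reaching 50%; inconclusive = only one of the two criteria met; inactive = neither criterion met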;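 note: exported cargo escapes ClpAP degradation while cytoplasmic cargo is degraded and loses fluorescence; 0% = median of neutral control wells and 100% = median of NaSCN control wells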
# MOR-DOR ag: agonists of human mu-delta opioid receptor heterodimerization | P35372+P41143 | AID 504326 | 340,000 compounds, 0.3% hits | cells, OPRM1-OPRD1 heterodimerization, luminescence | activation, % at 9.3 µM; in the data active = activation above about 18%;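 note: 0% = vehicle-treated cells and 100% = reference agonist; values of inactives mirror those of a sister screen read the other way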
# AddAB inh: less growth of phage-infected E. coli with AddAB; E. coli expressing H. pylori AddAB, absorbance growth; inhibition, % at 11.9 µM; 330,000 compounds, 0.29% hits; AID 435030; in the data active = inhibition above about 12%;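 note: 0% = vehicle wells of infected cells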
# PfHsp90 set2: inhibits growth of yeast expressing Plasmodium falciparum Hsp90; S. cerevisiae expressing PfHsp90, BacTiter-Glo ATP, 48 h; yeast lacking PDR1 and PDR3 efflux regulators; inhibition, % at 9.4 µM; 310,000 compounds, 0.32% hits; AID 504621;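 active = every replicate shows inhibition above about 80%, whatever the replicate mean, limit read from the data; inconclusive = mean inhibition reaches the set limit but some replicate falls short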;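 note: 0% = DMSO neutral controls and 100% = 20 µM radicicol positive controls; yeast relying on Plasmodium falciparum Hsp90 in place of its own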
# * hit, by the source's call; ? = inconclusive; nt = not tested or not shown.
# Start of the data: the first two records (preview)
1) CC(C)c1ccc(NC2CCCN(C(=O)CCN3CCOCC3)C2)cc1 (centres undefined)
2) Cc1ccccc1-n1c(SCC(=O)N2CCOCC2)nc(O)c(Cc2ccccc2)c1=O
compound no.	1	2
Tat transport	-5	?
Arr AP2 block	17	-5
MOR-DOR ag	-3.1	-3.1
MOR-DOR inv ag	16	17
PKA-R1A act	-10	-4
AddAB inh	2.3	4.6
PfHsp90 set2	23	4
Pemphigus Ab inh	101	102
Mot1-301 SUMO	48	12
Ecoli viability	-0.6	-0.1
phage Ecoli inh	-0.4	-0.2

# All compounds of this part, from the start:
1) CC(C)c1ccc(NC2CCCN(C(=O)CCN3CCOCC3)C2)cc1 (centres undefined)
2) Cc1ccccc1-n1c(SCC(=O)N2CCOCC2)nc(O)c(Cc2ccccc2)c1=O
3) Cn1c(=S)c2[nH]c(SCCC(C)(C)C)nc2n(C)c1=O
4) O=C(O)c1cccc(C(=O)Cc2ccccc2)c1
5) CC(C)CN1C(=O)C(=O)N(CC(=O)Nc2cccc(Cl)c2Cl)C1=O
compound no.	1	2	3	4	5
Tat transport	-5	?	-2	-7	2
Arr AP2 block	17	-5	7	-7	-6
MOR-DOR ag	-3.1	-3.1	-1.0	-1.4	-3.3
MOR-DOR inv ag	16	17	5	8	13
PKA-R1A act	-10	-4	2	1	-5
AddAB inh	2.3	4.6	nt	2.9	1.1
PfHsp90 set2	23	4	-11	11	13
Pemphigus Ab inh	101	102	nt	93	97
Mot1-301 SUMO	48	12	nt	-37	-7
Ecoli viability	-0.6	-0.1	nt	-0.5	-0.1
phage Ecoli inh	-0.4	-0.2	-1.6	4.4	0.0

6) Cc1cccc(OCCC(=O)Nc2ccc(Cl)cc2F)c1
7) COc1ccc(-c2c(-c3ccc(OC)c(F)c3)c3ccccc3n2C)cc1
8) CC(NC(=O)CN1CCN(CC(=O)Nc2ccccc2Cl)CC1)c1ccc(Br)cc1 (centres undefined)
9) Cc1c(NC(=O)CN2C(=O)C(=O)N(Cc3ccccc3)C2=O)c(=O)n(-c2ccccc2)n1C
10) CC(=N\O)/C(CN(C)C)=N/O
compound no.	6	7	8	9	10
Tat transport	4	1	-2	-6	-1
Arr AP2 block	-10	33	3	3	-5
MOR-DOR ag	0.8	-0.2	-2.6	-2.3	-1.5
MOR-DOR inv ag	-4	1	10	12	9
PKA-R1A act	-12	-1	8	-2	-6
AddAB inh	-0.4	4.4	0.4	0.7	-1.3
PfHsp90 set2	-6	nt	-1	15	-1
Pemphigus Ab inh	114	99	103	98	102
Mot1-301 SUMO	-15	-4	nt	-1	5
Ecoli viability	0.8	0.6	-1.2	-0.8	0.7
phage Ecoli inh	2.7	1.0	1.0	0.5	1.4

11) Cc1c([N+](=O)[O-])c2ccc(O)cc2n1-c1ccccc1
12) Cc1ccc(-c2nc3ncccc3o2)cc1NC(=O)c1ccccc1
13) COc1cc(C(=O)NC(c2ccccc2)c2ccccc2)cc(OC)c1C
14) CC(C)Nc1nc(Oc2ccc(=O)n(-c3ccccc3)n2)nc(N(C)C)n1
15) CCc1c(O)nc(N2CCN(Cc3ccccc3)CC2)[nH]c1=O
compound no.	11	12	13	14	15
Tat transport	6	0	?	1	5
Arr AP2 block	-1	39	-6	17	-4
MOR-DOR ag	1.3	-3.5	1.9	-1.7	1.1
MOR-DOR inv ag	-7	17	-10	9	-7
PKA-R1A act	-11	-9	4	1	-2
AddAB inh	0.7	6.2	0.4	1.0	-0.7
PfHsp90 set2	-18	-6	-5	9	27
Pemphigus Ab inh	93	nt	100	nt	112
Mot1-301 SUMO	42	7	-21	-6	-5
Ecoli viability	1.8	1.3	1.0	-1.5	-4.0
phage Ecoli inh	1.2	0.6	nt	1.1	1.6

16) Cn1c(Oc2ccc(Cl)cc2)c(C=O)c2ccccc21
17) CC(=O)Oc1ccccc1/C=C1\CCOC1=O
18) Cc1c(C(=O)Nc2cccnc2Cl)oc2ccccc12
19) COc1ccc(C(C)=O)cc1COC(=O)CNC(=O)c1cc(C)cc(C)c1
20) O=C(N/N=C/c1cc2c(cc1Cl)OCO2)c1cc(-c2ccccc2)n[nH]1
compound no.	16	17	18	19	20
Tat transport	13	-4	5	1	5
Arr AP2 block	-3	-5	9	9	4
MOR-DOR ag	-1.2	-2.2	9.9	-0.5	1.9
MOR-DOR inv ag	7	13	-64	3	-10
PKA-R1A act	-8	-4	-3	-2	-5
AddAB inh	3.5	3.6	2.7	2.3	-0.3
PfHsp90 set2	1	-11	-20	-16	-9
Pemphigus Ab inh	113	100	79	98	99
Mot1-301 SUMO	47	-19	246	-6	58
Ecoli viability	3.0	-2.0	-1.5	-2.1	2.7
phage Ecoli inh	4.3	2.4	0.5	2.7	4.8

# Entries 11 through 19 from above:
11) Cc1c([N+](=O)[O-])c2ccc(O)cc2n1-c1ccccc1
12) Cc1ccc(-c2nc3ncccc3o2)cc1NC(=O)c1ccccc1
13) COc1cc(C(=O)NC(c2ccccc2)c2ccccc2)cc(OC)c1C
14) CC(C)Nc1nc(Oc2ccc(=O)n(-c3ccccc3)n2)nc(N(C)C)n1
15) CCc1c(O)nc(N2CCN(Cc3ccccc3)CC2)[nH]c1=O
16) Cn1c(Oc2ccc(Cl)cc2)c(C=O)c2ccccc21
17) CC(=O)Oc1ccccc1/C=C1\CCOC1=O
compound no.	11	12	13	14	15	16	17
Tat transport	6	0	?	1	5	13	-4
Arr AP2 block	-1	39	-6	17	-4	-3	-5
MOR-DOR ag	1.3	-3.5	1.9	-1.7	1.1	-1.2	-2.2
MOR-DOR inv ag	-7	17	-10	9	-7	7	13
PKA-R1A act	-11	-9	4	1	-2	-8	-4
AddAB inh	0.7	6.2	0.4	1.0	-0.7	3.5	3.6
PfHsp90 set2	-18	-6	-5	9	27	1	-11
Pemphigus Ab inh	93	nt	100	nt	112	113	100
Mot1-301 SUMO	42	7	-21	-6	-5	47	-19
Ecoli viability	1.8	1.3	1.0	-1.5	-4.0	3.0	-2.0
phage Ecoli inh	1.2	0.6	nt	1.1	1.6	4.3	2.4

18) Cc1c(C(=O)Nc2cccnc2Cl)oc2ccccc12
19) COc1ccc(C(C)=O)cc1COC(=O)CNC(=O)c1cc(C)cc(C)c1
compound no.	18	19
Tat transport	5	1
Arr AP2 block	9	9
MOR-DOR ag	9.9	-0.5
MOR-DOR inv ag	-64	3
PKA-R1A act	-3	-2
AddAB inh	2.7	2.3
PfHsp90 set2	-20	-16
Pemphigus Ab inh	79	98
Mot1-301 SUMO	246	-6
Ecoli viability	-1.5	-2.1
phage Ecoli inh	0.5	2.7
